A549 viability: Nrf2 qHTS screen for inhibitors: counterscreen for cytotoxicity; A549 ARE-Fluc cells, CellTiter-Fluor viability, 18-24 h; Potency, µM (doses to about 46 µM), for the others: top-dose activity change, negative = cytotoxicity, usual class: inhibitors; hit rate 0.16% among 390,000; AID 504648, 2011; further: potency means the concentration at half of the fitted maximal effect; on the % scale 0 is the no-effect control and ±100 the full control effect
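Cytotoxicity counterscreen: CellTiter-Fluor fluorescence was measured in A549 ARE_Fluc cells after 18-24 h of compound exposure in a concentration series. The subsequent BugLite luminescent read reports ARE-luciferase activity.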
ATXN2 expr inh: Primary qHTS for Inhibitors of ATXN expression; Potency, µM (doses to about 57 µM), for the others: at the highest dose activity change, negative = inhibition, actives largely listed as inhibitors; hit rate 0.72% among 360,000; HEK-293 ATXN2-luciferase reporter, luminescence, 24 h; further: potency means the concentration at half of the fitted maximal effect; on the % scale 0 is the no-effect control and ±100 the full control effect; nearly all actives have a fitted effect of over 55% in size
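qHTS (up to 57 uM final) was run with 24 h compound exposure of reporter cells at 37 °C. Each well was multiplexed: SteadyGlo luminescence measured ATXN2-luciferase expression after a fluorogenic Gly-Phe-AFC viability readout (25 uM final).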
Nrf2 block: Nrf2 qHTS screen for inhibitors | hit rate 2.1% among 360,000 | Potency, µM (top dose mostly 46 µM), for inactives: at the highest dose activity change, negative = inhibition, usual class: inhibitors | A549 ARE-Fluc reporter, luciferase luminescence, 18-24 h; further: potency means the concentration at half of the fitted maximal effect; on the % scale 0 is the no-effect control and ±100 the full control effect; nearly all actives have a fitted effect of over 60% in size
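Two sequential reads on A549 ARE_Fluc cells exposed to compound for 18-24 h: a CellTiter-Fluor fluorescence read for viability, then a luciferase luminescence read for Nrf2/ARE activity.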
ATXN viability: Viability Counterscreen for Primary qHTS for Inhibitors of ATXN expression; S2 cells (HEK-293 line with an ATXN2-luciferase reporter) viability, CellTiter-Fluor protease fluorescence, 24 h; hit rate 0.49% among 400,000; AID 651635, 2014; Potency, µM (highest dose often 56.7 µM), hits mostly cytotoxic; further: potency means the concentration at half of the fitted maximal effect; nearly all actives have a fitted effect of over 40% in size
IL2 activator: qHTS of IL-2 Activators; IL-2 activation reporter assay, cell-based qHTS; stimulated with anti-CD3/CD4/CD28 beads; in transgenic mouse T cells; activation, % (series mostly up to about 46 µM); AID 652025, 2013; hit rate 0.065% among 360,000; in the data active means activation above about 50%; inconclusive means mostly about 30% to 49%; further: 0% is about no effect
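Screening format: compound pinned onto unstimulated transgenic mouse T cells, 60 min incubation, then anti-CD3/anti-CD4/anti-CD28 bead stimulation for 18 hours at 37 degrees C, followed by EGFP and DsRed detection.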
TGFb inhibitor: qHTS for Inhibitors of TGF-b | HepG2 CAGA-GFP TGF-b/SMAD3 reporter, GFP fluorescence, 18 h; TGF-beta stimulated, 500 pg/mL final | Potency, µM (doses to about 46.1 µM), without a hit: top-dose activity, negative = inhibition, most hits filed as inhibitors | hit rate 1.2% among 410,000 | AID 588855, 2011; further: potency means the concentration at half of the fitted maximal effect; on the % scale 0 is the no-effect control and ±100 the full control effect; nearly all actives have a fitted effect of over 65% in size
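HEPG2 CAGA-GFP, 1000 cells/well; 2 h settle, 37 C; cpd via pin tool; TGF-b 500 pg/mL final; 18 h, 37 C; GFP imaging ex488/em500-530; %Activity normalised to -TGF-b and +DMSO controls; CRC fit, curve class.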
Nrf2 activator: qHTS of Nrf2 Activators | Potency, µM (titrated, usually from 46.1 µM), for the others: at the highest dose activation, hits mostly activators | AREc32 ARE-luciferase reporter (MCF7-derived line), luminescence, 24 h | AID 624171, 2012 | hit rate 0.31% among 410,000; further: potency means the concentration at half of the fitted maximal effect; % of control where 0% means no effect; nearly all actives have a fitted effect of over 65% in size
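AREc32_Fluc, 1000 cells/well, OPTI-MEM + 5% FBS, o/n 37 deg C 5% CO2; 23 nL cpd by pin tool, 24 hr; Steady-Glo 30 min RT, luminescence.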
HepG2 viability: qHTS for Inhibitors of TGF-b: Cytotox Counterscreen | HepG2 CAGA-GFP viability, ATP luminescence, 18 h | Potency, µM (series often up to 46.1 µM), for the others: top-dose activity change, negative = cytotoxicity, usual class: cytotoxic | hit rate 0.76% among 410,000; further: potency means the concentration at half of the fitted maximal effect; some results filed as inactive show a strong effect at the top dose
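CellTiter-Glo luminescence gave cytotoxicity after 18 hours at 37 degrees C. The cells were HepG2 CAGA-GFP in 1% FBS DMEM, stimulated with 500 pg/mL TGF-beta after compound addition. %Activity was normalised to no-cell wells (complete cell-killing) and DMSO (no toxicity), and curves were fitted and classified.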
EPAC2 agonist: qHTS for Agonist of cAMP-regulated guanine nucleotide exchange factor 4 (EPAC2): primary screen; EPAC2 activation, biochemical qHTS; response scale: 100% = 6.5 mM cAMP response; hit rate 0.079% among 360,000; Potency, µM (doses to about 154 µM), inactives show top-dose activation, most hits filed as activators; further: potency means the concentration at half of the fitted maximal effect; nearly all actives have a fitted effect of over 50% in size
Target sequence (Q8WZA2 whole entry, looked up): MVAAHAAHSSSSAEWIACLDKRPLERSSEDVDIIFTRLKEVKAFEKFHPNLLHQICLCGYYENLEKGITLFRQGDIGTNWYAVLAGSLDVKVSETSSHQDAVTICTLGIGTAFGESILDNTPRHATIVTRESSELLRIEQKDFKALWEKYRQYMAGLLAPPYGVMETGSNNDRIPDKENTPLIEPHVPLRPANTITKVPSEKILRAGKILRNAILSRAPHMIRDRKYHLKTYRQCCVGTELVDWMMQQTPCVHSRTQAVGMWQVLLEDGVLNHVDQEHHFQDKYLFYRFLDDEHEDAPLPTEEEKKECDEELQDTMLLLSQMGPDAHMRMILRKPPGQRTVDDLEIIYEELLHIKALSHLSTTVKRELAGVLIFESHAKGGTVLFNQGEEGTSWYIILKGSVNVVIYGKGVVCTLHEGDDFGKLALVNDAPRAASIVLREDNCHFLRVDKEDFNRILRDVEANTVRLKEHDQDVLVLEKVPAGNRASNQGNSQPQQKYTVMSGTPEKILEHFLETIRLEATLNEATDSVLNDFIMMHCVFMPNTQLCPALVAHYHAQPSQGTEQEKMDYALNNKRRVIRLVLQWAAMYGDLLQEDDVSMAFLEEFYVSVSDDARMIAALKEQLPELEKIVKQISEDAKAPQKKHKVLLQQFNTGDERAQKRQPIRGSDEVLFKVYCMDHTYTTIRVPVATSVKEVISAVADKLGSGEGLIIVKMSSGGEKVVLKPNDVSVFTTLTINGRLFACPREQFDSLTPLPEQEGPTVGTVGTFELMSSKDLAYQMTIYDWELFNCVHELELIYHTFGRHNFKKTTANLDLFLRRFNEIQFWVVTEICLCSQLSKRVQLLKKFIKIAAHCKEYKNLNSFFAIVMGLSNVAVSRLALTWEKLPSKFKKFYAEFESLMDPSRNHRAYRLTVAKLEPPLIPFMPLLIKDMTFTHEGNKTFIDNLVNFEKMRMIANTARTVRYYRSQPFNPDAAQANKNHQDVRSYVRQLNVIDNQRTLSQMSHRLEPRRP
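Nucleotide exchange monitored as fluorescence drop when BODIPY-GDP leaves Rap1B. Reaction: 100 nM EPAC2, 250 nM RAP1B-BODIPY-GDP, 50 uM GDP, room temperature, kinetic read over 30 min. Activity expressed relative to 6.5 mM cAMP.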
* marks the source's active call; other numbers are inactive results; i = inactive; ? = inconclusive; . = no result given; & = joins results of further samples; [ ] = dose if it differs, or a comment. Unless noted, the call rests on the fitted dose curve; in most records, active means well fitted curve in the direction sought with a large enough effect; inconclusive means small, poorly fitted or top-dose-only effect, or another doubt; inactive means no such curve, though single readings can be large; an effect the other way counts as inactive or inconclusive.

SMILES	A549 viability	ATXN2 expr inh	Nrf2 block	ATXN viability	IL2 activator	TGFb inhibitor	Nrf2 activator	HepG2 viability	EPAC2 agonist
COc1c(Br)cc(C(N)=O)cc1OCc1ccccc1	8.9%	.	14.1%	?	-2.2	1.4%	6.6%	1.0%	9.2%
Cc1ccc(S(=O)(=O)N2CCCCC2)cc1NC(=O)Cn1cc(C(F)(F)F)ccc1=O	0.5%	-1.5%	-13.8%	i	0.7	-12.1%	-0.5%	5.3%	0.6%
CC1=Nc2cc(C(=O)NCCCN3CCOCC3)ccc2Sc2c(C)ccc(C)c21	?	2.1%	18.1%	i	-1.1	?	-0.1%	-29.7%	3.1%
CCc1ccc(OC(=O)CSc2nnc(-c3ccc4c(c3)OCO4)o2)cc1	-0.4%	.	4.5%	.	.	41.5%[activator]	-3.8%	5.4%	.
COc1cc(C)c(S(=O)(=O)Nc2ccc(CC(=O)O)cc2)cc1C	-8.5%	3.0%	5.8%	i	-2.6	-0.7%	0.1%	-13.3%	-0.5%
COCCCNC(=S)N(CCO)Cc1cc2cc3c(cc2[nH]c1=O)OCCO3	-3.3%	-12.2%	7.8%	i	0.3	7.3%	0.3%	3.5%	3.9%
CC(=O)N1CCc2cc(S(=O)(=O)NC(CC(C)C)C(=O)N3CCn4c3nc3ccccc34)ccc21 (stereo not drawn)	-12.3%	23.1%	-6.2%	i	-2.9	24.8%	0.4%	-2.2%	-13.7%
O=C(Cc1ccc2c(c1)OCCO2)Nc1cc(Cl)ccc1N1CCOCC1	10.7%	5.6%	-4.6%	i	4.8	5.5%	0.2%	5.0%	4.8%
CN1CCN(c2ccc(Cl)cc2NC(=O)CC2OC(=O)c3ccccc32)CC1 (stereo not drawn)	1.8%	-3.9%	-0.6%	i	-0.4	15.8%	2.3%	-27.4%	5.1%
O=C(COc1ncnc2sccc12)NC1CCCCC1	15.4%	-5.4%	4.6%	i	1.4	0.9%	2.6%	-3.4%	10.9%
COc1cc(S(=O)(=O)Nc2ccncc2)ccc1F	-8.9%	-13.7%	0.4%	i	0.8	23.9%	-0.2%	2.9%	8.5%
Cc1ccc(OCC(=O)NCc2cccs2)cc1	-6.0%	.	4.9%	.	-0.7	0.0%	0.1%	-2.3%	1.4%
Nc1cc(Cl)ccc1N1CCCCCC1	0.4%	18.4%	2.4%	i	-3.3	-2.3%	0.0%	10.3%	2.1%
CC1CN(c2oc(-c3ccccc3Cl)nc2C#N)CC(C)O1 (stereo not drawn)	-12.7%	-9.3%	-10.2%	i	0.0	16.2%	0.2%	9.9%	1.0%
COc1ccccc1NC(=O)c1ccc(NC(=O)COC(=O)C2CC2C)cc1 (stereo not drawn)	-5.3%	-8.6%	-16.1%	?	-1.4	-4.1%	0.3%	-3.7%	5.5%
O=C(COc1cc2oc(=O)c3c(c2cc1Cl)CCC3)NCCCN1CCCC1=O	0.1%	-4.7%	?	i	-1.9	3.0%	5.1%	5.5%	-2.6%
CC(=O)c1cccc(NC(=O)c2ccccc2-c2ccccc2C(=O)O)c1	3.6%	.	4.1%	.	0.4	-12.1%	-0.5%	0.7%	6.9%
CC(C)NC1(C#N)CCN(Cc2ccccc2)CC1	2.1%	-2.3%	3.7%	i	0.0	0.0%	0.4%	18.1%	-8.0%
CCC(=O)N1CCc2cc(S(=O)(=O)NCCCN(CC)Cc3ccccc3)ccc21	8.0%	?	7.5%	?	0.6	-11.4%	4.5%	-6.5%	2.9%
O=C(NCC(=O)N(c1cccnc1)C(C(=O)NC1CCCCC1)c1ccccc1)c1ccco1 (stereo not drawn)	-0.5%	2.1%	-1.9%	i	0.4	-16.6%	-0.1%	-9.8%	-0.5%
S=C(Nc1ccccc1)N1CCC(Cc2ccccc2)CC1	-16.5%	5.1%	16.4µM*	i	-1.0	-17.8%	0.1%	5.0%	15.7%
Cc1ccc(NC(=O)CNC(=O)c2cccc(C)c2)nc1	?	?	?	i	1.8	?	0.0%	-20.1%	0.9%
O=C1CSC(=S)N1/N=C/c1ccc2c(c1)OCCO2	-9.3%	19.7%	?	i	0.2	-10.6%	3.1%	-1.7%	2.0%
Cc1cccc(NC(=S)N/N=C/c2cccn2Cc2ccc(F)cc2)c1	-8.5%	10.2%	?	i	0.2	3.3%	7.8%	-36.5%	-0.2%
Cc1ccc(S(=O)(=O)Nc2ccc(-c3nc4ccc(C)cc4s3)cc2)cc1	2.9%	4.8%	27.0%	i	-5.3	?	7.0%	10µM*	13.4%
CC(=O)c1ccc(OCC(=O)NCCC2=CCCCC2)cc1	-4.5%	-6.5%	4.7%	i	-5.3	-2.6%	0.2%	-84.1%	-10.3%
O=C1NC(=O)C2(COC(c3cccc([N+](=O)[O-])c3)OC2)S1 (stereo not drawn)	-6.8%	-15.8%	?	i	-0.1	?	-0.4%	-4.5%	5.8%
Cc1ccc(CNC(=O)C2CCN(S(=O)(=O)c3cccs3)CC2)o1	11.7%	11.4%	-2.9%	i	1.2	2.2%	0.6%	5.4%	9.3%
Cc1cccc(N2CCN(c3ccc(N4C(=O)CCCC4=O)cc3[N+](=O)[O-])CC2)c1C	0.7%	-8.9%	?	i	0.1	-0.2%	-0.9%[9.22 µM]	4.0%	-19.1%
CC(C)C[C@@H](CO)N1CCN(Cc2cccc(C#N)c2)CCC1=O	-2.2%	3.8%	7.5%	i	0.3	4.4%&-5.1%	-0.6%	1.1%&1.1%	-1.1%

Compounds above that contain a thiophene ring, fused or not (3):
SMILES	A549 viability	ATXN2 expr inh	Nrf2 block	ATXN viability	IL2 activator	TGFb inhibitor	Nrf2 activator	HepG2 viability	EPAC2 agonist
O=C(COc1ncnc2sccc12)NC1CCCCC1	15.4%	-5.4%	4.6%	i	1.4	0.9%	2.6%	-3.4%	10.9%
Cc1ccc(OCC(=O)NCc2cccs2)cc1	-6.0%	.	4.9%	.	-0.7	0.0%	0.1%	-2.3%	1.4%
Cc1ccc(CNC(=O)C2CCN(S(=O)(=O)c3cccs3)CC2)o1	11.7%	11.4%	-2.9%	i	1.2	2.2%	0.6%	5.4%	9.3%

Next records:
SMILES	A549 viability	ATXN2 expr inh	Nrf2 block	ATXN viability	IL2 activator	TGFb inhibitor	Nrf2 activator	HepG2 viability	EPAC2 agonist
COc1cc(C(=O)N2C[C@H]3CC[C@H]2C3)ccc1OC1CCN(C(C)=O)CC1	-2.0%	-5.4%	9.0%	i	0.8	8.4%	0.2%	3.9%	2.8%
O=C(NCCCN1CCOCC1)c1ccc(CNS(=O)(=O)c2ccc(Br)cc2)cc1	-1.0%	0.8%	-2.4%	i	0.7	-0.2%	0.2%	-0.2%	4.9%
COc1ccc(N=C(N)N=C(N)N)c(OC)c1	-1.2%	-1.8%	2.0%	i	-4.7	-3.9%	0.0%	9.9%	12.6%
C(#Cc1ccccc1)C[N+]1(CC#Cc2ccccc2)CCCC1	-12.1%	-14.3%	?	i	-2.5	-3.6%	0.0%	-0.3%	-0.9%
CC(C)c1ccc(NC(=O)C2CCCN(S(=O)(=O)c3ccc(Br)s3)C2)cc1 (stereo not drawn)	0.4%	-19.8%	?	?	.	-9.4%	0.7%	-8.5%	.
C=CCN(CCNP(=O)(OCC)OCC)CP(=O)(OCC)OCC	-0.5%	-7.2%	.	i	0.1	10.8%	0.3%	13.5%	9.4%
Cc1cc(O)c(C(=O)/C=C/c2ccccc2O)c(=O)o1	-10.2%	.	1.0%	i	-0.3	-10.8%	15.4%	-23.2%	0.6%
CCCCN(CC)C(=O)CN(C)S(=O)(=O)c1cccc2nsnc12	-1.0%	-1.2%	-16.6%	i	-0.7	3.9%	0.9%	-3.2%	5.2%
CCOC(=O)c1c(C)[nH]c(C(=O)OCc2nc3ccsc3c(=O)[nH]2)c1C	.	.	.	i	-1.6	13.9%	3.8%	4.4%	-15.0%
COc1cccc(CNCc2cc(OC)cc(OC)c2)c1	1.7%	-61.3%	.	?	0.5	7.1%	0.2%	51.3%	11.8%
CC(=O)OCC(=O)Nc1ccc(Br)c(C)c1	-0.5%	-2.2%	20.0%	i	1.1	15.8µM*	0.5%	-41.7%	3.5%
COc1ccc2oc(C(=O)N3CCN(S(=O)(=O)c4ccc(F)cc4)CC3)c(C)c2c1	-4.9%	12.4%	?	i	-0.2	-8.1%	3.4%	-11.4%	12.7%
CC(C)(C)NC(=O)C(c1ccccc1)N(Cc1ccco1)C(=O)c1csnn1 (stereo not drawn)	-1.1%	-28.5%	19.6%	?	-2.3	-0.4%	-0.1%	-0.5%	-10.9%
N#CCc1ccc(OC(=O)Nc2ccccc2)cc1	1.3%	23.3%	?	i	0.8	-5.4%	0.8%	-7.3%	1.6%
Cc1cc(OCC(=O)N(Cc2ccc(N(C)C)cc2)C2CCS(=O)(=O)C2)cc(C)c1Cl (stereo not drawn)	-7.4%	?	-8.0%	?	.	?	0.5%	-24.0%	.
Cc1c(NC(=O)Nc2cccc(C(F)(F)F)c2)c(=O)n(-c2ccccc2)n1C	-1.0%	5.9%	5.3%	i	-3.6	-11.7%	0.3%	0.4%	-2.9%
O=C(CN1C(=O)c2ccccc2C1=O)NN1C(=O)c2ccccc2C1=O	14.8%	-5.3%	.	i	-2.2	0.9%	0.3%	0.1%	7.5%
O=C(Nc1ccc2c(c1)OCCO2)C1CCN(c2cnccn2)CC1	-15.7%	4.8%	1.3%	i	-0.2	18.4%	0.5%	-0.9%	3.5%
COc1ccc(N(CC(=O)N2CCN(c3ccc(F)cc3)CC2)S(=O)(=O)c2c(C)nn(C)c2C)cc1	0.8%	-4.6%	0.6%	i	.	?	-1.1%	-11.2%	.

Screening results (PubChem)
